Source: PubChem (National Center for Advancing Translational Sciences (NCATS))
RGS4 inhibitor: Inhibitors of Regulator of G Protein Signaling (RGS) 4: qHTS; 390,000 tested, 0.039% active; Regulator of G-protein signaling 4 (Homo sapiens), P49798; Transcreener GDP fluorescence polarization, RGS4-accelerated GTP hydrolysis; Potency, µM (highest dose often 114 µM), without a hit: at the highest dose activity change, negative = inhibition, hits mostly inhibitors; also: potency is read from the fitted curve at half-maximal effect; % is scaled to controls: 0 for no effect and ±100 for the full control effect; nearly all actives have a fitted effect of over 75% in size; some results filed as inactive show a strong effect at the top dose
Target sequence (P49798 whole entry, looked up): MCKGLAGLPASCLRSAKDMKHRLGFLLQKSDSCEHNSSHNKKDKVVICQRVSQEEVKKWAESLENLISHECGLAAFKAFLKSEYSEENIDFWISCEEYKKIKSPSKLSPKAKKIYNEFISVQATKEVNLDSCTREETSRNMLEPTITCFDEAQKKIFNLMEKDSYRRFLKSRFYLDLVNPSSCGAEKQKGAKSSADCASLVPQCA
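MLSMR compounds (23 nl, pin-transferred) preincubated 10 min at room temperature with a 500nM (2x) first reagent, then RGS4 at 900nM (2x) plus Transcreener GDP mix added; fluorescence polarization (620/688 nm) read before and after 90 min at 30 °C.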
GRP78 ERSR act: qHTS for Inducers of the Endoplasmic Reticulum Stress Response (ERSR) in Human Glioma: qHTS | U87-MG GRP78 promoter luciferase reporter, 16 h | 420,000 tested, 0.02% active | Potency, µM, without a hit: at the highest dose activation, most hits filed as activators; also: potency is read from the fitted curve at half-maximal effect; series mostly up to about 76 µM; % of control where 0% means no effect; nearly all actives have a fitted effect of over 35% in size
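ERSR induction read as luciferase luminescence (Bright-Glo, 10 min at room temperature) in stably transfected human U87-MG glioma cells exposed to compounds for 16 h, using GRP78 as sensor.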
D2 antagonist: HTS Assay for Allosteric Antagonists of the Human D2 Dopamine Receptor: Primary Screen for Antagonists; D(2) dopamine receptor (Homo sapiens), P14416; HEK293 TREx D2 cells, calcium flux, dopamine EC80; inhibition, % at 10 µM; 340,000 tested, 2% active; in the data active = inhibition above about 30%; also: 0% is about no effect
Target sequence (P14416 whole entry, looked up): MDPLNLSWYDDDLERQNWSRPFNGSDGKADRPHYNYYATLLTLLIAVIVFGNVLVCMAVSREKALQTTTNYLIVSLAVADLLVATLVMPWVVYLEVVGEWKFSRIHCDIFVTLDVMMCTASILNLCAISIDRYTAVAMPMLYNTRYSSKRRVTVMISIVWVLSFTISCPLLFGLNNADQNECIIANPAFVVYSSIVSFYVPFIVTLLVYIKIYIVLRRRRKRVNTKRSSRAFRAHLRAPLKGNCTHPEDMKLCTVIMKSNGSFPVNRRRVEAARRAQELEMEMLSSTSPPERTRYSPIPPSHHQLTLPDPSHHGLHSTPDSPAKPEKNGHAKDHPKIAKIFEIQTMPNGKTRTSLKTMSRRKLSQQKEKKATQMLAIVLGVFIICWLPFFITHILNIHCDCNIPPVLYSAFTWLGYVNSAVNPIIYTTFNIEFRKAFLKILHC
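Read-out: kinetic calcium fluorescence (1 cycle/s) in inducible HEK293 T-REx D2 cells after an EC80 dopamine addition that followed 180 s compound preincubation. Loss of the dopamine response indicates antagonism.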
Vif-A3F inh: qHTS for Inhibitors of Vif-A3F Interactions: qHTS. HeLa A3F-eYFP + Vif (tagged APOBEC3F with the HIV-1 protein that degrades it), YFP fluorescence increase. Potency, µM (top dose mostly 46.1 µM), without a hit: at the top dose activity, negative = active. 390,000 tested, 0.2% active. AID 602313, 2012; also: potency is read from the fitted curve at half-maximal effect; % of control where 0% means no effect; nearly all actives have a fitted effect of over 65% in size
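HeLa cells stably expressing Vif plus C-terminally eYFP-tagged A3F were seeded, incubated overnight at 37 deg C, dosed with compound, incubated overnight again at 37 deg C. Yellow fluorescence (Ex 488/Em 500-530) reported blocked Vif-mediated A3F-eYFP degradation.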
12-LOX inh: Primary qHTS assay for inhibitors of human arachidonate 12S-lipoxygenase (ALOX12): Round 2; purified 12hLO, xylenol orange hydroperoxide absorbance; Potency, µM (doses to about 108 µM), without a hit: top-dose activity change, negative = inhibition, most hits filed as inhibitors; 580,000 tested, 1.1% active; AID 1671190, 2021; also: potency is read from the fitted curve at half-maximal effect; % is scaled to controls: 0 for no effect and ±100 for the full control effect
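Purified human 12hLO (150 nM final) in 25 mM Hepes, 0.01% Triton X-100, pH 7.0 was preincubated 15 min at room temperature with compound. Then 40 uM arachidonic acid was added, 30 min. Hydroperoxide was read by Fe-XO absorbance ratio 573/405 nm.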
Vif-APOBEC3G blk: qHTS for Inhibitors of Vif-A3G Interactions: qHTS; DNA dC->dU-editing enzyme APOBEC-3G (Homo sapiens), Q9HC16; HeLa A3G-eYFP + Vif (tagged APOBEC3G with the HIV-1 protein that degrades it), YFP fluorescence, overnight; Potency, µM (doses to about 46.1 µM), for the others: at the top dose activity, negative = active, usual class: inhibitors; 410,000 tested, 0.076% active; AID 602310, 2012;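 also: potency is read from the fitted curve at half-maximal effect; % is scaled to controls: 0 for no effect and ±100 for the full control effect; nearly all actives have a fitted effect of over 60% in size; hits raise eYFP signal because A3G escapes Vif-driven loss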
Target sequence (Q9HC16 whole entry, looked up): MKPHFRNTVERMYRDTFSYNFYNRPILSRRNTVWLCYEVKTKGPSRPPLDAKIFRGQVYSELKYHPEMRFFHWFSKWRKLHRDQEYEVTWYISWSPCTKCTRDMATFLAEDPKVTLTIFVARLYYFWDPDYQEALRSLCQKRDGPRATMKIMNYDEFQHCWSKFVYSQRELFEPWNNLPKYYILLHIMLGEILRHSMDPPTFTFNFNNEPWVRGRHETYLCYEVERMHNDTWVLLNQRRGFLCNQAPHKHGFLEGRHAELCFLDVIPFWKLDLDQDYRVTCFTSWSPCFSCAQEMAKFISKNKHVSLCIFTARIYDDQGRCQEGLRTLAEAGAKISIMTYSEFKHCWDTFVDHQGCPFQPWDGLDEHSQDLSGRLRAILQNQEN
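Read-out is eYFP fluorescence (Ex 488/Em 500-530) from Vif-expressing HeLa A3G-eYFP cells; more signal means A3G escaped Vif-mediated degradation. Cells plated overnight, compound pinned in, incubated overnight at 37 deg C.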
LDHA inh: qHTS assay for inhibitors of human lactate dehydrogenase; activity change, % (values are at about 110 or 230 µM); 480,000 tested, 0.15% active; purified LDHA, NADH/diaphorase-resazurin fluorescence; stronger effect = lower value; AID 1347041, 2019; in the data active = activity change below about -30%; inconclusive = mostly about -25% to -30%;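 also: plate controls were DMSO wells for no effect and wells without enzyme for full effect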
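Resorufin fluorescence (ex540/em590), read at 0 and 20 min after diaphorase/resazurin addition, reports the NADH left after a 5 min room-temperature reaction of 2 nM human LDH5 with 0.06 mM NADH and 0.2 mM pyruvate.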
D2 agonist: HTS Assay for Allosteric Agonists of the Human D2 Dopamine Receptor: Primary Screen for Agonists | D(2) dopamine receptor (Homo sapiens), P14416 | HEK293 T-REx D2 cells, calcium flux agonist mode | activation, % at 2 µM | 340,000 tested, 0.53% active | AID 485358, 2010;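 active = activation over 3 SD above normal in the single-dose calcium agonist read, cut at about 30% in these data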; also: 0% is about no effect
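Calcium-flux readout, 1 cycle/sec over 180 s following compound pin transfer, in inducible HEK293 Trex D2 cells (force-coupled); dopamine controls included. Positive calcium responses during this window marked compounds as potential agonists.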
ERG Ets-DNA blk: qHTS for Small Molecule Inhibitors of the ERG Ets/DNA interaction; Transcriptional regulator ERG (Homo sapiens), P11308; fluorescence polarization, His-ERG Ets domain / labelled DNA; Potency, µM (highest dose often 76.9 µM), for the others: at the highest dose FP activity, negative = inhibition, most hits filed as inhibitors; 370,000 tested, 0.028% active; AID 624246, 2012; active = well fitted inhibition curve with a large enough effect in the polarisation, with a control signal flat; inconclusive = small, poorly fitted or top-dose-only effect, or effect the other way, or a change in a side signal; inactive = no such curve, though single readings can be large or run the other way; the % refers to the polarisation;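 also: polarization taken with two DNA probes labelled with fluorescein and Texas red; potency is read from the fitted curve at half-maximal effect; % of control where 0% means no effect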
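His-tagged ERG Ets domain (1 uM in the protein solution; 300mM KCl, 50mM Tris-HCl, 1mM EDTA, 1mM DTT, pH 7.5) received compound, then a probe mix of 5 nM fluorescein-DNA and 100nM Texas-615-DNA. Fluorescence polarization was read for both dyes.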
* marks the source's active call; other numbers are inactive results; [ ] = another dose, or the depositor's remark. Unless noted, calls follow the shape of the dose curve; as a rule, active = well fitted curve in the direction sought with a large enough effect; inconclusive = small, poorly fitted or top-dose-only effect, or another doubt; inactive = no such curve, though single readings can be large; an effect the other way counts as inactive or inconclusive. These rows are one share of the data; count on the stated rates, not on these rows.

Screening Cc1ccc(C)c(N2C(=O)CS/C2=N\NC(=O)c2ccccc2Cl)c1 returned RGS4 inhibitor -4%, GRP78 ERSR act -2%, D2 antagonist 2, Vif-A3F inh -7%, 12-LOX inh 12%, Vif-APOBEC3G blk 0%, LDHA inh 0 and D2 agonist 0.5.
O=C(NCc1ccc2c(c1)OCO2)c1cc(-c2ccncc2)nc2ccccc12 was read as RGS4 inhibitor 3%, GRP78 ERSR act -2%, D2 antagonist 0, Vif-A3F inh -25%, 12-LOX inh 14%, Vif-APOBEC3G blk -12%, LDHA inh -6, D2 agonist -1.2 and ERG Ets-DNA blk -3%.
Screening CC(C)NC(=O)C(=O)NCc1ccccn1 returned RGS4 inhibitor 18%, GRP78 ERSR act -3%, D2 antagonist 8, Vif-A3F inh 10%, 12-LOX inh inconclusive, Vif-APOBEC3G blk 1%, LDHA inh -3, D2 agonist 0.1 and ERG Ets-DNA blk -5%.
For CCN1C(=O)CSc2ccc(C(=O)OC)cc21 the results were RGS4 inhibitor 20%, GRP78 ERSR act 0%, D2 antagonist -1, Vif-A3F inh -1%, 12-LOX inh 21%[57.4 µM], Vif-APOBEC3G blk 0%, LDHA inh -1, D2 agonist -0.8 and ERG Ets-DNA blk 10%.
COc1ccc(C(C)C)cc1S(=O)(=O)N1CCC(C(=O)NCC2CCCO2)CC1 (configuration not stated) was read as RGS4 inhibitor 5%, GRP78 ERSR act -4%, D2 antagonist -5, Vif-A3F inh -9%, 12-LOX inh 472%[activator], Vif-APOBEC3G blk -1%, LDHA inh -12, D2 agonist -0.3 and ERG Ets-DNA blk 2%.
Screening COc1ccc(CN2CCCC(CNC(=O)c3ccc(F)cc3)C2)c(C)c1C (configuration not stated) returned RGS4 inhibitor 4%, GRP78 ERSR act -4%, D2 antagonist -22, Vif-A3F inh -1%, 12-LOX inh -3%, Vif-APOBEC3G blk 1%, LDHA inh -7, D2 agonist 0.0 and ERG Ets-DNA blk 3%.
Screening Cc1ccc(F)c(NC(=O)/C(C#N)=C(\O)c2ccc(C(C)(C)C)cc2)c1 returned RGS4 inhibitor 1%, GRP78 ERSR act 4%, D2 antagonist -1, Vif-A3F inh 2%, 12-LOX inh inconclusive, Vif-APOBEC3G blk -4%, LDHA inh -13, D2 agonist -0.3 and ERG Ets-DNA blk -12%.
COc1ccc(CCNC(=O)C2CC(c3ccc([N+](=O)[O-])cc3)=NO2)cc1 (configuration not stated) was read as RGS4 inhibitor 23%, GRP78 ERSR act 2%, D2 antagonist -1, Vif-A3F inh -3%, 12-LOX inh -10%, Vif-APOBEC3G blk 4%, LDHA inh -3, D2 agonist -0.1 and ERG Ets-DNA blk -10%.
Screening Cc1cnc(C(=O)OC(C)C(=O)Nc2ccc3c(c2)OCCO3)cn1 (configuration not stated) returned RGS4 inhibitor 2%, GRP78 ERSR act -8%, Vif-A3F inh 6%, 12-LOX inh 0%, Vif-APOBEC3G blk 1%, LDHA inh -3 and ERG Ets-DNA blk -4%.
For COC(=O)C1=C(COc2ccccc2)NC(=O)NC1c1ccc(Cl)cc1 (configuration not stated) the results were RGS4 inhibitor -19%, GRP78 ERSR act -2%, Vif-A3F inh 0%, 12-LOX inh -4%, Vif-APOBEC3G blk -10%, LDHA inh -1 and ERG Ets-DNA blk -6%.
Screening COc1cc(CNS(=O)(=O)c2ccc3c(c2)CC(C)N3C(C)=O)cc(OC)c1OC (configuration not stated) returned RGS4 inhibitor 2%[11.4 µM], GRP78 ERSR act -3%, D2 antagonist 13, Vif-A3F inh 0%, 12-LOX inh 3%, Vif-APOBEC3G blk 0%, LDHA inh 0, D2 agonist -0.1 and ERG Ets-DNA blk -10%.
COc1ccc(N(CC(=O)NCCc2ccccc2)C(=O)CCC(=O)Nc2nccs2)c(OC)c1 was read as RGS4 inhibitor 9%, GRP78 ERSR act 1%, D2 antagonist 5, Vif-A3F inh -3%, 12-LOX inh -8%, Vif-APOBEC3G blk -3%, LDHA inh -13, D2 agonist 0.0 and ERG Ets-DNA blk -6%.
Screening O=C(Nc1cc([N+](=O)[O-])ccc1O)c1cccc([N+](=O)[O-])c1 returned RGS4 inhibitor -29%, GRP78 ERSR act 4%, D2 antagonist -6, Vif-A3F inh -3%, 12-LOX inh -14%, Vif-APOBEC3G blk -4%, LDHA inh -11, D2 agonist 3.9 and ERG Ets-DNA blk 6%.
For Cn1c(=O)c2c(ncn2CC(=O)N(Cc2ccccc2)c2ccccn2)n(C)c1=O the results were RGS4 inhibitor 4%, GRP78 ERSR act -3%, D2 antagonist -15, Vif-A3F inh -2%, 12-LOX inh -12%, Vif-APOBEC3G blk -3%, LDHA inh -8, D2 agonist -0.2 and ERG Ets-DNA blk -1%.
Screening CCOC(=O)C(C#N)C(c1cccnc1)c1c(C)[nH][nH]c1=O (configuration not stated) returned RGS4 inhibitor inconclusive, GRP78 ERSR act 17%, D2 antagonist 15, Vif-A3F inh 2%, 12-LOX inh -1%, Vif-APOBEC3G blk -6%, LDHA inh 4, D2 agonist 1.1 and ERG Ets-DNA blk 8%.
For COc1ccc(OCCNC(=O)/C=C/c2ccccc2)cc1 the results were RGS4 inhibitor 18%, GRP78 ERSR act 1%, D2 antagonist 2, Vif-A3F inh 0%, 12-LOX inh -14%, Vif-APOBEC3G blk 0%, LDHA inh -2, D2 agonist -0.6 and ERG Ets-DNA blk -3%.
CCn1cc(C(=O)NCCCN2CC(C)CC(C)C2)c(=O)c2cc(S(=O)(=O)N(C)C3CCCCC3)ccc21 (configuration not stated) was read as RGS4 inhibitor 17%, GRP78 ERSR act -4%, D2 antagonist -8, Vif-A3F inh -4%, 12-LOX inh -6%, Vif-APOBEC3G blk 1%, LDHA inh -7, D2 agonist 0.7 and ERG Ets-DNA blk -11%.
`Cc1ccc(S(=O)(=O)CCOC(=O)CNC(=O)OCc2ccccc2)cc1` gave GRP78 ERSR act -4%, Vif-A3F inh -4%, 12-LOX inh 3%, Vif-APOBEC3G blk -6% and LDHA inh -2.
`Cc1ccc(C(O)(c2ccccc2)c2ccccc2C(C)N(C)C)c(C)c1` (configuration not stated) gave RGS4 inhibitor -7%, GRP78 ERSR act 0%, D2 antagonist -3, Vif-A3F inh -23%, 12-LOX inh -17%, Vif-APOBEC3G blk 4%, LDHA inh 0 and D2 agonist 0.7.
`COC(=O)C(Cc1ccc(O)cc1)NC(=O)NC12CC3CC(CC(C3)C1)C2` (configuration not stated) gave RGS4 inhibitor -25%, GRP78 ERSR act 11%, D2 antagonist -2, Vif-A3F inh -17%, 12-LOX inh 12%, Vif-APOBEC3G blk -1%, LDHA inh 3, D2 agonist 0.0 and ERG Ets-DNA blk 7%.
Screening CC1(C)C2CCC1(CS(=O)(=O)NCc1ccc(Cl)cc1Cl)C(=O)C2 (configuration not stated) returned RGS4 inhibitor 19%, GRP78 ERSR act -4%, D2 antagonist 6, Vif-A3F inh 3%, 12-LOX inh inconclusive, Vif-APOBEC3G blk 2%, LDHA inh -4, D2 agonist -0.7 and ERG Ets-DNA blk 1%.
`CCCN(CC1CC1)C(=O)COC(=O)c1oc2ccc(OCC)cc2c1C` gave RGS4 inhibitor -13%, GRP78 ERSR act -1%, D2 antagonist -17, Vif-A3F inh -4%, 12-LOX inh 358%[activator], Vif-APOBEC3G blk 2%, LDHA inh 2, D2 agonist 0.2 and ERG Ets-DNA blk 1%.
For CCN1C(C(=O)c2ccccc2)=C(NC(=O)c2ccc(Cl)cc2)c2ccccc2S1(=O)=O the results were RGS4 inhibitor 2%, GRP78 ERSR act -4%, Vif-A3F inh 4%, 12-LOX inh inconclusive, Vif-APOBEC3G blk 5%, LDHA inh 0, D2 agonist 2.7 and ERG Ets-DNA blk 14%.
`CC(NC(=O)c1cccnc1Sc1ccccc1)c1ccc(S(N)(=O)=O)cc1` (configuration not stated) gave RGS4 inhibitor 19%, GRP78 ERSR act -4%, D2 antagonist -6, Vif-A3F inh 11%, 12-LOX inh -4%, Vif-APOBEC3G blk 2%, LDHA inh -1, D2 agonist -0.4 and ERG Ets-DNA blk 12%.
Screening CSc1cccc(NC(=O)/C=C/c2ccccc2)c1 returned RGS4 inhibitor -2%, GRP78 ERSR act 3%, D2 antagonist 39*, Vif-A3F inh -9%, 12-LOX inh -13%, Vif-APOBEC3G blk 0%, LDHA inh -1, D2 agonist 0.7 and ERG Ets-DNA blk 1%.
Screening CC(=O)c1ccc(-c2ccccc2OC(F)(F)F)o1 returned RGS4 inhibitor 0%, GRP78 ERSR act 3%, D2 antagonist 11, Vif-A3F inh 11%, 12-LOX inh inconclusive, Vif-APOBEC3G blk 0%, LDHA inh -2, D2 agonist -0.3 and ERG Ets-DNA blk 9%.
Screening CNc1cncc(-c2ccc(F)cc2F)n1 returned GRP78 ERSR act 1%, 12-LOX inh -12%, Vif-APOBEC3G blk -1% and LDHA inh -4.
